From PubChem BioAssay
CF NFkB inh = inhibitors of cystic fibrosis induced NF-kB | AID 588850 | 360,000 compounds, 0.86% hits | inhibition, % at 5 µM | KKLEB NF-kB-GFP reporter, PAF-induced, GFP fluorescence overnight;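 active means at least 50% inhibition at 5 µM, scaled per plate between neutral and stimulator controls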;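 further: PAF is a Pseudomonas aeruginosa culture filtrate used as stimulus; plate controls were PAF-stimulated DMSO wells for no effect and unstimulated DMSO wells for full effect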
MITF TRPM1 inh = reduces MITF-dependent TRPM1 promoter luciferase signal; inhibition, % at 12.5 µM; 330,000 compounds, 0.83% hits; AID 488899; SK-MEL-5 TRPM1 promoter luciferase, 24 h;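 active means mean inhibition across replicates of 60% or more, whatever share of single replicates reaches that level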; further: values of inactives mirror those of a sister screen read the other way
Peg3 prom inh = reduces Peg3 promoter-driven luciferase expression in HeLa; HeLa PEG-Prom luciferase reporter, luminescence, overnight; inhibition, % at 20 µM; 360,000 compounds, 1.7% hits; AID 588405;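 active means inhibition of at least 50% at 20 µM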
NR2E3 ag-1 = NR2E3 (human) agonism; 320,000 compounds, 0.12% hits; Q9Y5X4; GST-NR2E3/biotin-RetCOR TR-FRET, 1536-well; AID 2300; inhibition of corepressor binding, % at 4.78 µM;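 active means percent inhibition above the cutoff of mean plus 3 SD of all tested compounds, set per screening campaign, cut at about 20% in these data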;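 further: 0% = DMSO wells and 100% = biotin wells as full block of FRET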
Target sequence (Q9Y5X4 whole entry, looked up): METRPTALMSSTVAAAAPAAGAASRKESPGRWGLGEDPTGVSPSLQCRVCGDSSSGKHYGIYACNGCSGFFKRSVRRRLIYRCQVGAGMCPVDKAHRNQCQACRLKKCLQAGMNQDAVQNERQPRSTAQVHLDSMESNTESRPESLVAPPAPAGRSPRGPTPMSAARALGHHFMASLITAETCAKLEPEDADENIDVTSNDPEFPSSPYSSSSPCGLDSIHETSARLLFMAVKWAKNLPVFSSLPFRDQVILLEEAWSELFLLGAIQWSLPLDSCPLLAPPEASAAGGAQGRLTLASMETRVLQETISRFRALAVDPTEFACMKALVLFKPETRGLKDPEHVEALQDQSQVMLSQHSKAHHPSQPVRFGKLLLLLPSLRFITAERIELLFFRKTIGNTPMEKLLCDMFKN
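Material: NR2E3–RetCOR corepressor complex / Amount: 1.35 nM GST-NR2E3 / Medium: Tris pH 7.5 / Compound: single nominal compound dose of 4.8 µM / Incubation: 5 h at 4 °C / Technique: TR-FRET, Eu(K)-anti-GST donor, streptavidin-D2 acceptor, ex 340, em 617/671 nm / Read-out basis: percent loss of FRET ratio relative to control wells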
HIF-2a block = blocks HIF-2a reporter activity. 786-0 RCC cells HIF-2a reporter, luciferase luminescence, overnight. inhibition, % at 18.8 µM. 360,000 compounds, 0.72% hits. AID 624352;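 active means inhibition of the luminescence signal of 40% or more relative to plate controls, in a single-dose primary screen at 18.75 µM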
NR2E3 ag-2 = agonists of human NR2E3 nuclear receptor; CHO-S Gal4-NCOR/VP16-NR2E3 two-hybrid, luciferase; 360,000 compounds, 0.35% hits; Q9Y5X4; AID 602229; inhibition of corepressor binding, % at 3.98 µM;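 active means inhibition above the mean of all tested compounds plus 3 SD, cut at about 70% in these data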;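 further: 0% = DMSO with NR2E3 transfected cells and 100% = cells lacking NR2E3 construct; higher means lower luciferase signal from less NR2E3 corepressor binding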
TROY NFkB inh = TROY signaling inhibition; 360,000 compounds, 0.98% hits; inhibition, % at 10 µM; Q293 LMP1-TROYcd NF-kB luciferase reporter, 4 h;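 active means compounds whose plate-normalised and pattern-corrected inhibition of the luciferase reporter signal at the single screening dose is 50% or more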
TRAIL sens C8 = caspase-8 TRAIL sensitization | inhibition (viability loss, TRAIL sensitization), % at 10 µM | NB7+C8 cells + TRAIL, ATPlite viability luminescence | 360,000 compounds, 1% hits;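 active means compounds causing at least 50% loss of cell viability in the single-dose screen, relative to plate controls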
Shn3 3UTR inh = reduces Shn3 3'UTR luciferase signal in osteoblasts | inhibition, % at 12.5 µM | Clone20 osteoblast Shn3 3'UTR firefly luciferase, 24 h | 360,000 compounds, 0.52% hits;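 active means mean inhibition of at least 75% with every replicate also reaching 75%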;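 further: 0% = median of neutral control wells and 100% = pilot-screen positive control compound; some compounds past the cut are filed as inactive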
TWEAK Fn14 block = TWEAK-Fn14 signaling inhibition; TWEAK-stimulated Fn14 reporter cells, luciferase luminescence, 8 h; inhibition, % at 10 µM; 360,000 compounds, 2% hits; AID 1159606; in the data active means inhibition above about 50%
KKLEB cytotox = reduces viability of KKLEB cystic fibrosis airway cells; KKLEB CF airway cells viability, ATPlite luminescence, overnight; stronger effect = lower value; cells stimulated with P. aeruginosa culture filtrate; 360,000 compounds, 0.36% hits; activity change (cytotoxicity), % at 5 µM;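 active means corrected activity change at or below -50% at 5 µM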
* marks the source's active call; other numbers are inactive results; nt = no result given. Only part of the results is shown; count on the stated rates, not on these rows.

SMILES | CF NFkB inh | MITF TRPM1 inh | Peg3 prom inh | NR2E3 ag-1 | HIF-2a block | NR2E3 ag-2 | TROY NFkB inh | TRAIL sens C8 | Shn3 3UTR inh | TWEAK Fn14 block | KKLEB cytotox
O=C(C1CCCO1)N1CCN(C(=S)Nc2ccc(Cl)c(Cl)c2)CC1 (stereo not drawn) | 4 | 6 | -6 | 0 | 9 | -2 | -3 | -10 | 33 | 5 | -6
CCn1c(C)nc2cc(C(=O)OCCC(F)(F)F)ccc21 | -4 | -41 | -115 | 3 | -130 | -45 | -46 | 9 | -38 | -34 | 0
Cc1ccc(S(=O)(=O)NNC(=O)CCC(=O)Nc2ccc(C)cc2C)cc1 | -9 | 5 | 9 | -5 | 20 | 12 | -10 | 3 | -8 | 16 | 5
O=C1Nc2ccccc2Oc2cc([N+](=O)[O-])cc(Oc3ccccc3)c21 | 3 | 11 | -57 | 2 | -91 | 38 | 22 | 12 | 3 | 50 | -4
Cc1ccc(N=Nc2cc(C)ccc2N)cc1 | -14 | 3 | -152 | 1 | -183 | -185 | 22 | 69* | -8 | -13 | -23
COc1ccc(CCN(C)C(=O)CN2C(=O)NC3(CCCCC3C)C2=O)cc1OC (stereo not drawn) | 16 | -4 | -2 | -1 | 14 | 7 | 17 | -11 | 3 | 4 | -2
Cc1ccc(NC(=O)CSc2nc3ccccc3c(=O)n2CCCC(=O)N2CCCC2)cc1 | -6 | 23 | 20 | -1 | 15 | -13 | 23 | 15 | 14 | 17 | 0
Cn1nccc1C(=O)Nc1ccc(S(=O)(=O)N2CCCC2)cc1 | -10 | -5 | 10 | -2 | -3 | -8 | 6 | -6 | 8 | 1 | 15
CCCCC(=O)N/N=C(\C)CC(=O)Nc1ccccc1Br | 14 | -6 | 14 | 0 | 14 | -20 | -5 | -12 | 2 | 11 | 7
COc1ccc(N2CCOCC2)c(NC(=O)c2cccs2)c1 | -34 | 1 | 23 | 0 | 5 | 21 | -4 | 5 | 14 | 9 | -2
C=C1CCC[C@]2(C)C[C@H]3OC(=O)C(CNCCN(C)C)[C@H]3CC12 (stereo partly drawn) | 23 | 5 | -45 | -1 | -1 | -5 | 19 | -10 | -4 | 35 | -4
CC(=O)O[C@H]1CC[C@@]2(C)[C@@H](CC[C@@H]3[C@@H]2CC[C@]2(C)[C@@H](C(C)(C)O)C[C@@H]32)C1 | -7 | -8 | -11 | -3 | -5 | -1 | 7 | 8 | 7 | -3 | -10
Cc1cc(C)c(C#N)c(N2CCN(CCOc3ccc(Cl)cc3)CC2)n1 | -14 | -3 | 18 | -1 | -8 | 0 | 32 | -41 | 27 | 3 | 4
O=C(CCn1cnc2ccccc2c1=O)Nc1ccc2c(c1)OCCO2 | 4 | -20 | -70 | -1 | -153 | -86 | -23 | -9 | -26 | -21 | 1
COc1ccc(N(C(C)C(=O)N2CCCC2)S(C)(=O)=O)cc1 (stereo not drawn) | -2 | -6 | 10 | 1 | 24 | -19 | -6 | -4 | 2 | 1 | -7
COc1ccccc1C1CC(=O)Oc2cc(C)c(Cl)c(C)c21 (stereo not drawn) | 10 | 1 | 6 | nt | 8 | -22 | -37 | 5 | 5 | 4 | 3
Cc1cccnc1CNC(=O)C1CCC(=O)N(CCc2cccc(F)c2)C1 (stereo not drawn) | 17 | 0 | -8 | 1 | -19 | 1 | -15 | -7 | -2 | -14 | -8
CCN(CC)C(=O)CSC1=N/C(=C/c2ccco2)C(=O)N1c1ccc(OC)c(Cl)c1 | -2 | -4 | 25 | 4 | 23 | -4 | -8 | 9 | 3 | 19 | 8
CCOC(=O)c1ccc(NC(=O)c2cnccn2)cc1 | -20 | -120 | -189 | nt | -207 | -42 | -64 | -3 | -33 | -22 | 1
COc1ccc(/C=C(/NC(=O)/C=C/c2ccccc2)C(=O)NCCCCCC(=O)O)cc1 | -10 | 8 | -4 | 0 | 16 | -5 | -2 | -1 | -14 | 2 | 1
O=C(NC1CCS(=O)(=O)C1)/C(=C\c1ccc(F)cc1)NC(=O)c1ccccc1 (stereo not drawn) | 7 | -6 | 9 | -3 | 4 | -9 | 2 | 0 | -12 | -20 | -1
O=C1C=C(c2cc(C(F)(F)F)cc(C(F)(F)F)c2)C[C@@H](c2ccc3c(c2)OCO3)C1 | 0 | 6 | -13 | 1 | 14 | -2 | 1 | -11 | 15 | 5 | -13
O=C(NCCCN1CCN(c2ccccc2F)CC1)Nc1ccccc1[N+](=O)[O-] | 24 | -7 | -12 | 1 | 4 | 25 | -2 | 10 | 16 | 6 | -5
Cc1c(C(=O)N/N=C/c2ccc(Cl)cc2)[nH]c2ccc(Cl)cc12 | 62* | 14 | 2 | 1 | 13 | 17 | 44 | -25 | 30 | 48 | -44
O=C(COc1ccc(S(=O)(=O)N2CCOCC2)cc1)NCC1CCCO1 (stereo not drawn) | -8 | 4 | 10 | 0 | 18 | -2 | 17 | -22 | 0 | 7 | -1
Continuation:
SMILES | CF NFkB inh | MITF TRPM1 inh | Peg3 prom inh | NR2E3 ag-1 | HIF-2a block | NR2E3 ag-2 | TROY NFkB inh | TRAIL sens C8 | Shn3 3UTR inh | TWEAK Fn14 block | KKLEB cytotox
CCCCn1c(N)c(N(CCOC)C(=O)COC(=O)/C=C/c2ccc(Br)cc2)c(=O)[nH]c1=O | 1 | -4 | 16 | -2 | 1 | -18 | 14 | -5 | -3 | -6 | 1
COC(=O)N/N=C/c1ccc(-c2ccc(Cl)cc2Cl)o1 | -40 | -11 | -52 | -2 | -99 | -33 | -16 | -4 | 10 | -30 | 14
COCCNC(=O)C1(C)CCCN(Cc2cc(-c3ccccc3)on2)C1 (stereo not drawn) | 5 | nt | 1 | nt | -6 | 19 | -3 | 0 | 1 | -15 | 4
COc1ccc(N2CCN(C(=O)Cn3cncn3)CC2)cc1 | 9 | -2 | 8 | 7 | 19 | 14 | -20 | -4 | 11 | 3 | 4
COc1ccc(Oc2ccccc2C=O)cc1 | 8 | 5 | 27 | 0 | 17 | -4 | 8 | 8 | -8 | 5 | -7
N/C(=N/OCC(=O)Nc1cccc2ccccc12)c1nonc1N | 4 | 8 | 7 | 1 | 4 | 0 | 13 | -7 | 18 | 22 | 8
N[C@@H](Cc1ccccc1)C(=O)N1CCC(C(=O)NCC(=O)NCC(=O)O)CC1 | 5 | -2 | -2 | 4 | 8 | -38 | -21 | -28 | 4 | 7 | -5
COc1cc(-c2nnc(COC(=O)c3cc(C)nc4ccc(C)cc34)o2)cc(OC)c1OC | 20 | 8 | 8 | -1 | 11 | -3 | 21 | -7 | 12 | -15 | -9
COCCCNc1nc2c(c(=O)[nH]c(=O)n2C)n1CC(O)COc1cccc(C)c1 (stereo not drawn) | -12 | 11 | 15 | 3 | 17 | 3 | 5 | 13 | 4 | -1 | 0
COc1ccccc1Oc1ccc2c(c1)C(=O)N(c1cccc3ncccc13)C2=O | 33 | 10 | 10 | nt | 20 | 32 | 29 | 27 | 18 | 35 | -12
O=c1c2cc(Br)ccc2nc(-c2cccc(Cl)c2)n1O | -1 | -1 | 31 | 0 | 18 | -22 | 38 | 20 | -6 | 12 | -4
COc1ccccc1Oc1ncnc2c1oc1ccccc12 | 0 | -3 | -29 | -1 | -32 | -5 | -7 | 6 | 16 | 0 | -8
CCc1ccc(NC(=O)NCC2CCN(Cc3cccc(Cl)c3)CC2)cc1 | 5 | 8 | 35 | -3 | 15 | 23 | 5 | 4 | 6 | -1 | -2
COc1ccc(C2C(C#N)=C3NC(=O)c4c(sc5c4CCCCC5)N3C3=C2C(=O)CC(C)(C)C3)cc1 (stereo not drawn) | 26 | 9 | 30 | 0 | 21 | -23 | 4 | 12 | 31 | -5 | -25
CCOc1ccc(S(=O)(=O)N2CN(c3cccc(C(C)=O)c3)c3nc4ccccc4nc32)cc1 | -21 | -22 | -31 | nt | -67 | -22 | -21 | -6 | 2 | -8 | 6
C/C(=N/O)c1ccc2c(c1)OCCOCCOc1cc(/C(C)=N/O)ccc1OCCOCCO2 | 6 | 21 | 13 | 3 | 4 | -58 | 23 | -6 | 3 | -2 | 2
O=C(COC(=O)CCCOc1ccccc1)NC1CCS(=O)(=O)C1 (stereo not drawn) | 20 | -7 | 12 | 0 | 6 | -1 | 2 | 3 | -7 | 0 | 6
CCOC(=O)C1CCN(C(=O)CCc2nnc3ccc(N4CCN(C)CC4)nn23)CC1 | -1 | -11 | -3 | 0 | 12 | 13 | -36 | -16 | -18 | -2 | -4
CC1CCc2ccccc2N1C(N)=Nc1ccccc1 (stereo not drawn) | -14 | 19 | 11 | 1 | 16 | 11 | 15 | -17 | -1 | -10 | -2
COc1ccc(-c2cn3nc4c(nc3n2)CCCC4)cc1 | -17 | 57 | -215 | nt | -117 | -107 | 25 | -2 | -16 | -18 | 8
COc1cc2ccccc2cc1C(=O)N1CCCC1 | -6 | 5 | 9 | -2 | 2 | 8 | -28 | -1 | 27 | 10 | 14
O=C(CS(=O)(=O)Cc1ccccc1)Nc1nnc(C(F)(F)F)s1 | -12 | 0 | 6 | -3 | 12 | -6 | -6 | -16 | -26 | 18 | 5
COc1ccccc1CNC(=O)CCC(=O)N1CC(C)Sc2ccccc21 (stereo not drawn) | 13 | 3 | 12 | 1 | -2 | -6 | 5 | -19 | 8 | -11 | 0
Cc1c(C(=O)NC2CCCCC2)oc2ccccc12 | 1 | -73 | -179 | 0 | -235 | -46 | -74 | -6 | -68 | -9 | -3
O=C(O)C1CC(=O)N(Cc2ccccc2)C1 (stereo not drawn) | -2 | -9 | 1 | -2 | 11 | -13 | -5 | -5 | -12 | 9 | -13
CCN(CC)CCN(C(=O)c1ccc(S(=O)(=O)N2CCCCC2)cc1)c1nc2cc3c(cc2s1)OCO3 | 9 | -2 | -12 | -2 | -2 | 10 | -23 | -2 | -13 | 15 | -2
CCN(CC(=O)Nc1ccc(NC(C)=O)cc1)C(=O)c1ccc(Sc2nncn2C)c([N+](=O)[O-])c1 | 1 | nt | 0 | nt | 9 | 5 | 1 | 3 | 62 | 8 | -4
Cc1nc2ccccc2c(=O)n1NC(=O)/C=C/c1ccccc1Cl | 12 | 10 | 13 | -4 | 16 | -4 | 9 | 2 | -12 | -5 | 8
COC(=O)c1ccc(NC(=O)CSc2nncn2-c2ccccn2)cc1 | -11 | 2 | -23 | 1 | 4 | -12 | -4 | -7 | 0 | 8 | -10
O=C(Nc1nncs1)C1COc2ccccc2O1 (stereo not drawn) | -2 | -1 | -20 | 3 | -46 | -3 | -10 | 2 | -3 | -3 | -3
